High-throughput results: PubChem BioAssay, The Scripps Research Institute Molecular Screening Center
GPR151 ag: activators of human GPR151, primary screen, cell-based, PathHunter beta-arrestin, luminescence | G-protein coupled receptor 151 (Homo sapiens), Q8TDV0 | PathHunter beta-arrestin GPR151 cells | activation, % at 11.2 µM | hit rate 1% among 650,000 | AID 1508602, 2020; in the data active = activation above about 4.9%;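 also: 0% = median of compound wells and 100% = cells with positive control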
Target sequence (Q8TDV0 whole entry, looked up): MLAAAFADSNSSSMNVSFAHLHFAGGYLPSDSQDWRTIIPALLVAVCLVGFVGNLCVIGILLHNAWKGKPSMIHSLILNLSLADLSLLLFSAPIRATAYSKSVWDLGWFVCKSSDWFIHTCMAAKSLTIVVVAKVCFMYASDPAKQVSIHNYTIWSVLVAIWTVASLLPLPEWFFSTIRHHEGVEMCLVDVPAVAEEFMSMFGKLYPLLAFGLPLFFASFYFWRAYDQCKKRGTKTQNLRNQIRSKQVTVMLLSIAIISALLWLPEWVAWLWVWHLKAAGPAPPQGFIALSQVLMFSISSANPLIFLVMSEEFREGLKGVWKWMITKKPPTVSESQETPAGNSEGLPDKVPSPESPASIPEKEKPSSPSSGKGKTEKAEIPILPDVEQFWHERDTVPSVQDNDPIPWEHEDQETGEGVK
FBW7 act: FBW7 E3 ligase activators, primary screen, biochemical, AlphaScreen, human. AID 1259310, 2017. F-box/WD repeat-containing protein 7 (Homo sapiens), Q969H0. hit rate 0.13% among 650,000. AlphaScreen FBW7–phospho-cyclin E peptide binding, activator screen. normalized activity (activation), % at 26.1 µM; in the data active = normalized activity above about 1.9%;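 also: purified mutant Fbw7 with reduced substrate affinity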
MITF inh: MITF inhibitors, primary screen, biochemical, AlphaScreen, human | Microphthalmia-associated transcription factor (Homo sapiens), O75030 | AlphaScreen MITF homodimerization, bead proximity signal | inhibition, % at 2.6 µM | hit rate 0.91% among 650,000; in the data active = inhibition above about 50%;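 also: 0% = vehicle wells with protein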
Target sequence (O75030 whole entry, looked up): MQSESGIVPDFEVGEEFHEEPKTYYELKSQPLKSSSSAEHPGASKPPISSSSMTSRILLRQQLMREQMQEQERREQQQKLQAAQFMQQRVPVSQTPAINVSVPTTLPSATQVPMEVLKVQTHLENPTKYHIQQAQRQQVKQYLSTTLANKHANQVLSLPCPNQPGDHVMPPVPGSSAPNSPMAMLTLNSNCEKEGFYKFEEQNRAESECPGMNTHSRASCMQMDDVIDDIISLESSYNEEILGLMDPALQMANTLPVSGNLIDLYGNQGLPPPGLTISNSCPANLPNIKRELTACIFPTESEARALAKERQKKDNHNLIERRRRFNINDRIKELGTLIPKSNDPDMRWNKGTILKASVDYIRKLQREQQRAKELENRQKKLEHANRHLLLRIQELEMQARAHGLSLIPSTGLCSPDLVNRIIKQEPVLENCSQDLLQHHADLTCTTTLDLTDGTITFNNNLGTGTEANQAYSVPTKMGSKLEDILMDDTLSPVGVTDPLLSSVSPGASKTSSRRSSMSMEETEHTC
TEAD-YAP block: TEAD-YAP interaction inhibition, primary screen, TEAD-YAP interaction inhibitor project, luminescence, HEK-TIYL cells; AID 1259422, 2018; TEAD-Gal4/YAP UAS-luciferase luminescence; hit rate 1.4% among 640,000; inhibition, % at 9.12 µM; in the data active = inhibition above about 32%;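 also: 0% = median of test compound wells and 100% = reference inhibitor wells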
The depositor's hits bear a star; . = not tested or not shown; & = joins results of further samples.

Each structure is followed by: MITF inh	GPR151 ag	TEAD-YAP block	FBW7 act
[1] O=C(CSc1nnnn1C1CCCCC1)Nc1nc2c(s1)CCCC2
    -9	-0.9	1	0.1
[2] CCN(CC)CCN1CCN(c2ncc(-c3cccc(O)c3)n3ccnc23)CC1
    7	3.0	12	-0.5
[3] CC(=O)N/C(=N\c1nc(C)cc(C)n1)Nc1ccc([N+](=O)[O-])cc1C
    -5&9	4.4&0.8	-14&-8	-0.3&0.0
[4] COc1cc(/C=C2/NC(=O)NC2=O)ccc1OCC(=O)Nc1ccc(C)cc1
    10	-1.2	1	0.6
[5] COc1cccc(C(=O)CS(=O)(=O)c2ccc(C)cc2)c1
    27	-2.6	7	1.4
[6] COC(=O)C1=C(C(=O)OC)[C@@H]2N(Cc3ccccc3)c3ccccc3[C@@]23C[C@@H](C(=O)OC)N(C(=O)COCc2ccccc2)C3=N1
    -7	-2.3	.	0.0
[7] COc1ccc(-c2csc(NC(=O)c3ccc(Cc4ccccc4)cc3)n2)cc1
    0	-1.1	-13	0.0
[8] COc1ccc(S(=O)(=O)NCc2ccncc2)cc1OC
    -25	5.4*	8	0.0
[9] CSc1nnc(Nc2ccccc2)n1-c1ccccc1
    -12	-0.8	9	0.0
[10] CCCCc1ccc(-c2nc(Nc3cc(Oc4ccc(F)cc4)cc([N+](=O)[O-])c3)c3ccccc3n2)cc1
    16	1.0	-11	-0.1
[11] Cc1ccc2nc(SCC(=O)OC(C)C)c(C#N)cc2c1
    1	1.6	-8	-0.1
[12] Cc1ccc(C(=O)Nc2ccc(NC(=O)c3ccccc3)cc2)cc1
    3	0.4	8	0.3
[13] COc1ccc(N2C(=O)c3cccnc3C2Nc2ccc(F)cc2)cc1 (stereo not given)
    -12	-0.7	-5	0.2
[14] CCOC(=O)Cc1csc(NC(=O)c2ccc(S(=O)(=O)N3CCc4ccccc4C3)cc2)n1
    -9	0.7	17	-0.3
[15] O=C(C(O)c1ccc(F)cc1)N1CCN(c2ccc3[nH]ncc3c2)CC1 (stereo not given)
    11	0.5	5	-0.1
[16] COc1ccc(C2C3C(=O)N(c4ccc(C)cc4)C(=O)C3ON2c2ccccc2C)c(OC)c1 (stereo not given)
    2	-0.8	2	0.0
[17] O=C(CCCn1c2ccccc2c(=O)c2ccccc21)Nc1ccccc1
    -20	0.1	19	0.2
[18] COc1ccccc1N1CCN(CCC(=O)Nc2cccc(Cl)c2)CC1
    -4	0.4	10	-0.3
[19] COc1ccc(OC)c(/C=C(\C#N)c2nc3ccccc3s2)c1
    -4	0.4	-5	0.0
[20] COc1ccc(NC(=O)c2c(NC(=O)CCC(=O)O)sc3c2CCC(C)C3)cc1 (stereo not given)
    16	2.1	0	0.4
[21] CC(C)c1ccc(NC(=O)C2C3C=CC4(O3)C2C(=O)N(Cc2ccc3c(c2)OCO3)C4C(=O)NC2CCCCC2)cc1 (stereo not given)
    -3	1.3	10	0.2
[22] CCOC(=O)c1ccc(N2CCOCC2)c([N+](=O)[O-])c1
    -3	0.4	-35	0.2
[23] Cc1ccc(S(=O)(=O)NC(C)C2COc3ccccc3O2)cc1 (stereo not given)
    -1	-0.6	-24	0.0
[24] O=C(Nc1c2c(nn1-c1ccc([N+](=O)[O-])cc1)CSC2)c1ccc2c(c1)OCO2
    7	-0.4	-10	0.2
[25] COc1ccccc1CNc1nc(CN2CCSCC2)nc2c(C)cccc12
    0	-0.3	1	0.1
[26] CCCCc1nc2ccccc2c(=O)n1NC(=O)c1c(O)c2ccccc2n(CCC)c1=O
    -3	-0.1	-1	0.0
[27] Cc1cc(C)c(Cc2c(C)nc3c(C(=O)n4ccnc4)cnn3c2C)c(C)c1
    9	0.1	-1	0.1
[28] Cc1cc([N+](=O)[O-])nn1CC(=O)Nc1c(F)cc(F)cc1Br
    8	0.3	-3	0.1
[29] CCOC(=O)c1c(NC(=O)c2ccc(OC)cc2)sc(C(=O)Nc2ccccc2C)c1C
    -6	-0.2	12	0.2
[30] O=C(CCc1nnc(CCCCc2ccccc2)o1)N1CCN(CCO)CC1
    1	0.8	15	1.0
[31] COc1ccc(C(C)NC(=O)c2ccccc2Cl)cc1OC (stereo not given)
    12	-1.2	5	0.0
[32] COc1ccc(Cl)cc1C(=O)Nc1nc2ncccc2cc1-c1ccccc1
    -17	-1.3	-7	0.0
[33] COc1ccc(-c2nc3cnccn3c2N)cc1O
    12	-1.4	-25	0.3
[34] CCCn1c(CN2CCc3c(nc(C)[nH]c3=O)C2)nc2ccccc21
    -9	-0.4	-10	0.0
[35] COc1cc(-c2cccnc2)cc2c1OCCN(S(=O)(=O)c1cccc(F)c1)C2
    6	0.3	-15	0.0
[36] CC(=O)NC(CC(C)C)c1nnc2n1CCN(Cc1ccccc1)CC2 (stereo not given)
    8	-0.3	2	0.3
[37] NN1C(=O)c2ccc3c(=O)n4c5ccc(Cl)cc5nc4c4ccc(c2c34)C1=O
    -5	-0.7	14	-0.1
[38] O=C(Nc1ccccc1)N(Cc1cccnc1)Cc1ccccc1Cl
    -4	-0.9	-5	-0.1
[39] COc1ccc(-c2ccc(S(=O)(=O)Nc3ccccc3OC)cc2)cc1
    4	0.3	-8	0.1
[40] Cc1ccc2sc(-c3ccc(N4C(=O)C5C6C=CC(C6)C5C4=O)cc3)nc2c1 (stereo not given)
    5	-0.3	-15	0.0
[41] O=C(CC1C(=O)NCCN1Cc1ccc(F)cc1)NC12CC3CC(CC(C3)C1)C2 (stereo not given)
    2	0.3	-15	0.1
[42] Cc1ccccc1NC1CC(C)N(C(=O)c2ccc(F)cc2)c2c(C)cccc21 (stereo not given)
    -11	-1.7	1	0.2
[43] Cc1ccc(CNC(=O)Nc2ccc(-c3cn[nH]c3)cc2)cc1
    -1	-0.8	7	-0.3
[44] CC(=O)N/N=C(/C)c1ccc([N+](=O)[O-])cc1
    -1	-0.3	4	0.2
[45] O=C(CN1C(=O)C2C3CCC(C3)C2C1=O)N1CCCC(c2ncncc2-c2ccncc2)C1 (stereo not given)
    13	1.3	3	0.1
[46] Cc1cc(Br)c2c(c1)C(O)(CC(=O)c1ccc(F)cc1)C(=O)N2 (stereo not given)
    3	-0.1	9	-0.1
[47] O=C(c1cccs1)N1CCN(c2nc3nonc3nc2NC2CCCC2)CC1
    8	-2.2	2	0.1
[48] CCc1ccc(OCC(=O)Nc2cccc(Cl)c2)cc1
    2	1.4	-49	0.0
[49] O=C(c1cccs1)N1CCc2ccccc2C1
    10	0.8	-1	0.5
[50] O=C(NCC1CC(Cc2ccc(F)cc2)=NO1)c1csc(-c2cccs2)n1 (stereo not given)
    -8	-1.1	-10	0.1
[51] O=C(Nc1cc(C(=O)N2CCN(c3ccc([N+](=O)[O-])cc3)CC2)ccc1N1CC2CC(C1)c1cccc(=O)n1C2)c1c(F)cccc1F (stereo not given)
    18	2.0	-6	0.3
[52] COc1ccc(C=Nc2cnn(C)c2C(N)=O)c(OC)c1
    -12	0.7	4	-0.1
[53] Cc1ccc(OCCN(C)C(=O)CCc2nnc(CCc3c[nH]c4ccccc34)o2)cc1
    14	0.3	2	0.0
[54] Cc1noc(C)c1-c1cncc(C(=O)NCCN(C(C)C)C(C)C)c1
    -8	-0.2	1	0.0
[55] COc1ccc(-c2cc(C(F)(F)F)n3ncc(C(=O)NCc4ccccc4Cl)c3n2)cc1OC
    17	-0.1	-5	0.0
[56] CCOC(=O)CNS(=O)(=O)c1cc(-c2n[nH]c(=O)c3ccccc23)ccc1C
    15	-1.2	10	0.2
[57] COc1ccc(/C=N/NC(=O)CNc2cccc(Cl)c2)cc1OC
    5	1.7	-9	0.0
[58] Nc1ccc2oc(-c3ccc(O)cc3)nc2c1
    6	-6.1	89*	0.3
[59] COc1cc(CN2CCN(c3ccccn3)CC2)cc(OC)c1
    9	-0.7	-14	0.0
[60] CC(C(=O)O)[C@H]1CCC2C3CC=C4C[C@@H](O)CC[C@]4(C)C3CC[C@@]21C (stereo not given in full)
    -21	-2.9	0	0.0

Compound profiles, as listed above. Order of values: MITF inh, GPR151 ag, TEAD-YAP block, FBW7 act
COc1ccc(-c2cc(C(F)(F)F)n3ncc(C(=O)NCc4ccccc4Cl)c3n2)cc1OC as listed: 17, -0.1, -5, 0.0
CCOC(=O)CNS(=O)(=O)c1cc(-c2n[nH]c(=O)c3ccccc23)ccc1C as listed: 15, -1.2, 10, 0.2
O=C(c1cccs1)N1CCc2ccccc2C1 as listed: 10, 0.8, -1, 0.5
COc1cc(CN2CCN(c3ccccn3)CC2)cc(OC)c1 as listed: 9, -0.7, -14, 0.0
CC(C(=O)O)[C@H]1CCC2C3CC=C4C[C@@H](O)CC[C@]4(C)C3CC[C@@]21C (stereo not given in full) as listed: -21, -2.9, 0, 0.0

(listing goes on)
Each structure is followed by: MITF inh	GPR151 ag	TEAD-YAP block	FBW7 act
[61] CN(C)CCNCCCOc1ccccc1
    56*	-1.6	11	0.3
[62] Cc1cccc(N2CCN(C(=O)c3ccc(N4CC5CC(C4)c4cccc(=O)n4C5)c(NC(=O)c4ccc(F)cc4)c3)CC2C)c1 (stereo not given)
    -2	0.4	-8	0.3
[63] Cc1ccc(C(=O)N/N=C\c2cccc(OC(=O)c3ccco3)c2)cn1
    -9	1.7	1	2.2*
[64] CCOC(=O)c1[nH]cc(-c2ccccc2)c1N1CCOCC1
    9	-1.2	-15	0.7
[65] COCCOC(=O)c1c(C)oc2ccc(OC(=O)c3ccc(OC)c(OC)c3)cc12
    -4	0.3	-24	0.1
[66] N#Cc1ccccc1OCc1ccccc1
    1	-1.9	-27	0.0
[67] Cc1nc(NC(=O)CSc2nnc(C)n2CC2CCCO2)sc1C (stereo not given)
    11	-1.5	8	1.4
[68] C=CCN=c1scc(-c2ccco2)n1/N=C/c1ccc(OC)c(OC)c1OC
    15	0.0	-8	-0.1
[69] COC(=O)c1c(NC(=O)C(C)Oc2cc(Cl)ccc2Cl)sc2c1CCC(C(C)(C)C)C2 (stereo not given)
    0	-1.6	-9	-0.1
[70] Cc1ccccc1OCC(=O)NNC(=O)COc1ccc(C(C)(C)CC(C)(C)C)cc1
    -1	1.6	3	0.0
[71] COC(=O)Cn1ncn2c(cc3sc(C)cc32)c1=O
    -23	-0.1	-37	-0.3
[72] CCS(=O)(=O)N1CCCC(c2ncncc2-c2ccncc2)C1 (stereo not given)
    0	0.7	-9	-0.1
[73] O=C(NCC1CCC2(CCN(C(=O)c3sccc3Cl)CC2)O1)c1ccccn1 (stereo not given)
    19	0.8	5	0.0
[74] Cc1cccc(N2C(=O)CC(N3CCN(C(c4ccccc4)c4ccccc4)CC3)C2=O)c1 (stereo not given)
    24	-0.7	8	0.3
[75] CC(C)CCN1CCNC(=O)C1CC(=O)NCCCN1CCOCC1 (stereo not given)
    -12	-0.6	9	-0.2

Just FBW7 act (two entries from above):
entry | SMILES | FBW7 act
67 | Cc1nc(NC(=O)CSc2nnc(C)n2CC2CCCO2)sc1C (stereo not given) | 1.4
71 | COC(=O)Cn1ncn2c(cc3sc(C)cc32)c1=O | -0.3

Structures from the list above with a COOH group, in the order listed:
Each structure is followed by: MITF inh	GPR151 ag	TEAD-YAP block	FBW7 act
[20] COc1ccc(NC(=O)c2c(NC(=O)CCC(=O)O)sc3c2CCC(C)C3)cc1 (stereo not given)
    16	2.1	0	0.4
[60] CC(C(=O)O)[C@H]1CCC2C3CC=C4C[C@@H](O)CC[C@]4(C)C3CC[C@@]21C (stereo not given in full)
    -21	-2.9	0	0.0

(next part)
Each structure is followed by: MITF inh	GPR151 ag	TEAD-YAP block	FBW7 act
[76] O=C(CCCO)N/N=C/c1ccc(Cl)cc1Cl
    -10	0.2	-3	0.2
[77] CCCCc1nc(NCc2ccccc2)c(C#N)c2c1CCCC2
    2	-0.4	-3	0.1
[78] Cc1noc(C)c1S(=O)(=O)N(Cc1ccccn1)Cc1ccccn1
    15	2.2	9	-0.1
[79] O=C(Nc1c2c(nn1-c1ccc(F)cc1)CSC2)c1ccc(S(=O)(=O)N2CCCC2)cc1
    3	0.6	5	-0.2
[80] COc1ccc2c(c1O)C(=O)c1ccccc1C2=O
    14	2.4	-5	0.0
